# zVAD death inh: L929 zVAD cell death inhibition | L929 zVAD necroptosis rescue, ATP luminescence, 24 h; with zVAD 60 µM | viability rescue, % at 10 µM | actives 0.38% (n = 220,000);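 active = activation, scaled between plate controls, above about 75%, limit read from the data; inactive = activation under that limit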;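 also: 0% = zVAD with DMSO and 100% = DMSO alone without zVAD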
# m-calpain inh: inhibitors of pig calpain II | purified calpain II, fluorogenic peptide substrate, 30 min | inhibition, % at 16 µM | actives 0.37% (n = 220,000) | AID 1236;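 active = inhibition above about 50%, limit read from the data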
# Rad51 HR inh: Rad51 (human) homologous recombination inhibition; Q06609; hRad51 DNA strand exchange, fluorescence dequenching; inhibition, % at 10 µM; actives 0.085% (n = 200,000);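 active = inhibition above 40% at the single screening dose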;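 also: 0% = DMSO control wells and 100% = blanks with heterologous ssDNA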
#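 Test system: preformed human Rad51 ssDNA filaments. Compound dosing: single dose, 10 µM final compound. Incubation: filaments 15 min 37 °C, then compound 30 min. Technique: FRET fluorescence dequenching, excitation 485 nm, emission 520 nm. Read-out basis: percent inhibition from fluorescence, normalised to plate control and blank means. Benchmarks: plate controls and plate blanks.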
# EBV gp42 block: EBV gp42 inhibition; Q1HVG2; Fluorescence polarization binding assay, mP read-out; inhibition, % (tested at 21.74 µM); actives 0.42% (n = 220,000); in the data active = inhibition above about 50%
# Mdm2 ligase inh: blocks human Mdm2 ubiquitin ligase activity | Q00987 | cell-based MDM2 ubiquitination luciferase reporter, 2 h; 0 = plate control, 100 = twice control, blank-subtracted | signal enhancement, % at 5 µM | actives 0.11% (n = 210,000);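 active = signal enhancement of 30% or more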;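 also: luminescence tracks abundance of the self-degrading MDM2-luciferase fusion protein; higher signal means inhibition of MDM2 E3 ligase activity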
#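 Assay system: stable mammalian line carrying autodegrading MDM2–luciferase fusion reporter; Input: 2000 cells in each well; Compound dosing: single-point 5 µM; Schedule: 2 h compound exposure at 37 °C; Signal: SteadyLite luciferase luminescence after 15 min room-temperature reagent incubation; Evaluation: % luminescence enhancement versus blank-corrected plate control mean; Benchmarks: plate controls and plate blanks.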
# TNF necrop inh: blocks TNF-alpha induced death of Jurkat FADD-/- cells | Jurkat FADD-/- TNF necroptosis rescue, ATP luminescence, 24 h; 0 = TNF only, 100 = no-TNF cells | actives 0.068% (n = 220,000) | activation (protection from cell death), % at 10 µM;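 active = activation, meaning protection from cell death, of at least 50% relative to plate controls; inactive = activation below 50%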;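 also: necroptosis triggered by 40 ng/mL TNF-alpha added together with compound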
# KCC2 mod: KCC2 (human) Cl- transport modulation | Q9H2X9 | KCC2 cells, thallium flux FluoZin-2 fluorescence | B-score of Tl+ flux slope (higher = more flux/activation; lower = inhibition) at 10 µM | actives 2.2% (n = 190,000);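 active = thallium flux slope and its plate-corrected score both differing from the plate sample mean at a set confidence after two filtering rounds, in either direction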;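 also: slope of fluorescence scaled to starting intensity during 10 to 20 s after thallium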
# PERK inh: blocks human PERK kinase; actives 0.17% (n = 220,000); inhibition, % at 5.6 µM; CHO PERK-DD fusion, SEAP luminescence translation reporter; Q9NZJ5;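 active = inhibition above the mean inhibition of all tested compounds plus 3 SD, set separately per screening campaign, cut at about 2.9% in these data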;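 also: PERK kinase domain activated by AP20187 dimerizer at 100 nM; 0% = DMSO with dimerizer and 100% = rapamycin at 8.4 µM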
# eIF4E 4G PPI: blocks eIF4E binding to eIF4G. P63073+Q04637. TR-FRET eIF4E-eIF4GI(517-606) binding, 2 h. inhibition, % at 21.7 µM. actives 0.37% (n = 220,000);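 active = inhibition above about 30%, limit read from the data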;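 also: 0% = full FRET control wells and 100% = background wells lacking eIF4GI fragment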
# Target sequence (P63073 whole entry, looked up, the tested form may be a part): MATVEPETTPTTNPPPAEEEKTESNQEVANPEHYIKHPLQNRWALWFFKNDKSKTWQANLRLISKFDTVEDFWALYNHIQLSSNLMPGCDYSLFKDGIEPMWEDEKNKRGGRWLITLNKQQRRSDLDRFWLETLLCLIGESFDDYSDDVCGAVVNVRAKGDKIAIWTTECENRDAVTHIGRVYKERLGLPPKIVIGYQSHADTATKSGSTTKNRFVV
# Target sequence (Q04637 whole entry, looked up, the tested form may be a part): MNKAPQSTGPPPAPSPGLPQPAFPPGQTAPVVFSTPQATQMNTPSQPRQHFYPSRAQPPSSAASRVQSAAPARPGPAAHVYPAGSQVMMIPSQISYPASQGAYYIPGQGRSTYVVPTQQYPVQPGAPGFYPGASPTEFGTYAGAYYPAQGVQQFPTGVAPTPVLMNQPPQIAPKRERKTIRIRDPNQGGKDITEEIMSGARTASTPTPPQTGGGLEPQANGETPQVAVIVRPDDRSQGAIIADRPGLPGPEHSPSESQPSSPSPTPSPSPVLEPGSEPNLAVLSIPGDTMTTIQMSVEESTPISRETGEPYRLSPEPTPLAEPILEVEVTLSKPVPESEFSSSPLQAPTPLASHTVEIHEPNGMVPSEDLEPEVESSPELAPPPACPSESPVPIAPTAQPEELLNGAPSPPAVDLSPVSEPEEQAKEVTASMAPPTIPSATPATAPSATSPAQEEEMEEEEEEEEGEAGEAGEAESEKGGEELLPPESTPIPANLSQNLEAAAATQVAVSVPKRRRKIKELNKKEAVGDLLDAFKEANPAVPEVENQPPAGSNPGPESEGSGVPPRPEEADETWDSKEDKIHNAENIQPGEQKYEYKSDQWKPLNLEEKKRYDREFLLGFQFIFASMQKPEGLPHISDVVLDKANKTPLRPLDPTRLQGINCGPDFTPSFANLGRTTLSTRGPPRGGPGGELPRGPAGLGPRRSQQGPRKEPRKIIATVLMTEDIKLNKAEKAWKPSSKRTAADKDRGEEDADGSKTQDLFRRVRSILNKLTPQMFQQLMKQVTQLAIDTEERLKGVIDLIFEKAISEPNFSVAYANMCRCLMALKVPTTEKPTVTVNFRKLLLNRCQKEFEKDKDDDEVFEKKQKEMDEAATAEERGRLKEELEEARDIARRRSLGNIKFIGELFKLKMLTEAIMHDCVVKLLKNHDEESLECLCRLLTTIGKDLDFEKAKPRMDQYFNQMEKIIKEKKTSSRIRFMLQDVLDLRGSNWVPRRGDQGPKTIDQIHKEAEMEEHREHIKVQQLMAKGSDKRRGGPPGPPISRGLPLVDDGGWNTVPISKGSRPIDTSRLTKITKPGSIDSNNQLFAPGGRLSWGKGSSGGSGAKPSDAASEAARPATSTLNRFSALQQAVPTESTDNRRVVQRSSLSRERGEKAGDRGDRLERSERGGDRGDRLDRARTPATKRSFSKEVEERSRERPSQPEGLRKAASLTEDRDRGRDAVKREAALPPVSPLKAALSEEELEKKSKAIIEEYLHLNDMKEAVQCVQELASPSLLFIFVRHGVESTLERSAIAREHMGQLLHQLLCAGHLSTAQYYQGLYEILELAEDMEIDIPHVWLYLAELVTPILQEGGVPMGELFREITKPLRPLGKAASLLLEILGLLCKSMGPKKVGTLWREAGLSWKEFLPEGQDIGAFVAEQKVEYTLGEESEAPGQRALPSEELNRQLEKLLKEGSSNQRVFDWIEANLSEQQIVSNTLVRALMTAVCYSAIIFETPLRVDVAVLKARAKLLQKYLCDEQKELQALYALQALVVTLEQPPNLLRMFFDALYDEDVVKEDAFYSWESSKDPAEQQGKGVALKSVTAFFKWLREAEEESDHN
# The depositor's hits bear a star; x = not tested or not shown; [ ] = dose if it differs, or a comment. These rows are one share of the data; rates above refer to the full screens.
nr	Structure	Mdm2 ligase inh	TNF necrop inh	m-calpain inh	EBV gp42 block	Rad51 HR inh
1	CCC(=Nc1cc(OC)ccc1OC)c1c(O)[nH]c(=O)[nH]c1=O	-16	-3.9	16	-4	1
2	c1ccc2c(CCNC3=NCCC3)c[nH]c2c1	-5	-0.8	-27	-8	3
3	CCn1cc(CN2CCCC(C(=O)c3sccc3C)C2)cn1 (configuration not stated)	-6	0.5	-10	-14	-15
4	O=C1/C(=C\c2cccnc2)N2CCC1CC2	-5	0.1	16	-3	-6
5	Cc1ccc2c(c1)N(CCC(=O)N1CCC3(CC1)OCCO3)C(=O)CO2	-10	0.4	-45	-8	-5
6	CCOC(=O)C1(c2ccccc2)CCN(CC(=O)Nc2cccc3ccccc23)CC1	6	2.9	19	-6	-28
7	Brc1ccccc1	-42	0.7	-6	-26	-7
8	N=Cc1c(O)n(-c2cccc(Cl)c2)c(=O)[nH]c1=O	9	-6.4	-20	-16	-6

nr	KCC2 mod	eIF4E 4G PPI	zVAD death inh	PERK inh
1	0.97	-1[fluorescence artefact?]	-0.3	1.0
2	0.66	-3	-0.4	0.6
3	0.91	-2	-0.6	1.1
4	-0.11	-2	-1.2	-0.4
5	x	-3[fluorescence artefact?]	0.4	0.5
6	0.59	0	2.0	-1.0
7	0.54	-10	0.4	x
8	x	-2[fluorescence artefact?]	-0.3	1.2

# (listing goes on)
nr	Structure	Mdm2 ligase inh	TNF necrop inh	m-calpain inh	EBV gp42 block	Rad51 HR inh
9	CSc1ccc(C(=O)C(C)(C)N2CCOCC2)cc1	-7	-0.8	10	-2	9
10	COc1ccc(NC2=NC(C)(C)CS2)cc1	-3	7.1	7	-11	-34
11	O=C1NC(=O)C(CCc2ccncc2)(Cc2ccc(OCc3ccccc3)cc2)C(=O)N1	-19	1.8	16	-8	7
12	[O-][n+]1onc2c1CCC1N(O)CCC21O (configuration not stated)	-18	-1.2	18	-10	1
13	C=Cn1ccnc1P(O)(=S)c1nc(C)c(CCOC(C)=O)s1 (configuration not stated)	-4	0.5	25	4	37
14	O=[N+]([O-])c1ccc(C2[C@H]3C(c4ccccc4)=NC4(CCCC4)N23)cc1 (some centres not stated)	-19	1.0	-7	5	13
15	O=C(CCC(=O)N1CCC2(CC1)OCCO2)Nc1nnc(C(F)(F)F)s1	-3	1.5	-4	-2	3
16	CCc1n[nH]c(CCN)n1	-6	1.1	-7	6	1

nr	KCC2 mod	eIF4E 4G PPI	zVAD death inh	PERK inh
9	x	0	0.1	0.7
10	-0.16	4	0.1	0.7
11	0.033	-7	0.4	-1.7
12	-0.23	3	0.0	-0.1
13	0.57	0	0.5	1.7
14	1.9	2	1.0	0.6
15	x	-4	0.1	0.7
16	0.78	2	0.1	-0.1

# The last three records of the part above lead into the next:
nr	Structure	Mdm2 ligase inh	TNF necrop inh	m-calpain inh	EBV gp42 block	Rad51 HR inh
14	O=[N+]([O-])c1ccc(C2[C@H]3C(c4ccccc4)=NC4(CCCC4)N23)cc1 (some centres not stated)	-19	1.0	-7	5	13
15	O=C(CCC(=O)N1CCC2(CC1)OCCO2)Nc1nnc(C(F)(F)F)s1	-3	1.5	-4	-2	3
16	CCc1n[nH]c(CCN)n1	-6	1.1	-7	6	1
17	Cc1onc(-c2c(Cl)cccc2Cl)c1/C(N)=N/OC(=O)N(C)C	-6	-2.5	-15	-6	10
18	CC(=NCCCN1CCCCC1)c1c(O)n(Cc2ccccc2)c(=O)[nH]c1=O	-2	-2.3	0	4	-10
19	Cc1ccc(-c2nc(CS(=O)CC(=O)N3CCC4(CC3)OCCO4)c(C)o2)cc1 (configuration not stated)	-10	-2.4	-11	-15	-1
20	COC(=O)C1=Nc2ccccc2/C1=C\c1c(O)n(-c2ccc(Br)cc2)c(=O)[nH]c1=O	-12	-1.4	0	-1	-12
21	CCCCCOc1ccc(C)cc1CN(CCCl)CCCl	-14	-30	7	-10	-22
22	CCOc1c(P(=S)(N(C)C)N(C)C)c(C)nn1-c1ccccc1	-4	0.6	6	1	-2
23	CCC12C=CCN3CCC4(c5cc(Br)c(OC)cc5N(C)C4C(O)(C(=O)OC)C1OC(C)=O)C32 (configuration not stated)	12	-1.1	-50	-29	9
24	O=C1C2(c3ccccc3)CN3CN(C2)CC1(c1ccccc1)C3	-8	-0.1	28	0	0

nr	KCC2 mod	eIF4E 4G PPI	zVAD death inh	PERK inh
14	1.9	2	1.0	0.6
15	x	-4	0.1	0.7
16	0.78	2	0.1	-0.1
17	0.19	-5	-0.6	1.1
18	0.36	-9	-0.2	0.5
19	1.6	3	0.1	0.2
20	1.7	9	1.6	0.5
21	0.82	-2	-0.4	0.5
22	-0.2	0	-0.3	-0.4
23	-0.18	-1[fluorescence artefact?]	-0.2	-0.6
24	0.74	2	-0.7	-0.4

# The results go on.
nr	Structure	Mdm2 ligase inh	TNF necrop inh	m-calpain inh	EBV gp42 block	Rad51 HR inh
25	CC(=O)N(C1=NCCCS1)c1ccccc1Cl	-11	-0.8	12	5	1
26	O=c1[nH]c(=O)n(Cc2ccc(F)cc2)c(O)c1C=NCC1CCCO1 (configuration not stated)	-9	-0.6	-17	-14	1
27	O=c1[nH]c(CN2CC=C(c3ccccc3)CC2)nc2cc(C(F)(F)F)ccc12	-7	1.6	-75	-12	-12
28	C[C@H]1CCCC(=O)CCCCCc2cc(O)cc(O)c2C(=O)O1	x	2.8	30	6	7
29	CC(=O)N1N=C2C3CCN(CC3)C2C1c1ccccc1 (configuration not stated)	-27	-1.5	7	-13	0
30	O=C1CCN(C(=O)CNC(=O)Cc2ccccc2)CC1	-14	0.2	-2	-14	-8
31	CSC1=NP(=S)(SC)N2CCCC2=C1C#N (configuration not stated)	-1	0.4	-16	-16	-3
32	Cc1[nH]c2c(Cl)cccc2c1CCN	x	-11	x	x	2

nr	KCC2 mod	eIF4E 4G PPI	zVAD death inh	PERK inh
25	0.0025	0	-0.8	0.8
26	-1.3	-1[fluorescence artefact?]	0.2	-0.1
27	0.26	-6	-0.5	0.0
28	-0.49	-2	-0.6	-1.2
29	0.61	8	-0.2	0.4
30	0.34	7	5.6	0.0
31	x	x	-0.5	-0.4
32	-0.51	x	0.0	0.6

# Remaining list, next part
nr	Structure	Mdm2 ligase inh	TNF necrop inh	m-calpain inh	EBV gp42 block	Rad51 HR inh
33	c1ccc(C2=NP(N3CCOCC3)(N3CCOCC3)=NC(N3CCOCC3)=N2)cc1	-15	0.3	-9	-4	11
34	Cc1nonc1OCCNCCNc1ccc([N+](=O)[O-])c2cccnc12	-7	1.5	3	-6	3
35	O=c1[nH]c(=O)n(Cc2ccco2)c(O)c1/C=N/N1CCCCCC1	-6	0.7	4	-8	7
36	CCOC(=O)c1c(C)[nH]c(C(=O)C(C)N2CCCC2)c1C (configuration not stated)	-11	1.6	-5	-10	x
37	CCOC(=O)c1sc(/N=C/c2c(O)n(-c3ccccc3)c(=O)[nH]c2=O)c(C#N)c1C	-9	-3.9	19	-48	-21
38	CC1(C)Cc2c(sc3c2C(=O)NC(c2cccnc2)N3)CO1 (configuration not stated)	-8	0.9	-68	-10	-6
39	CCOC(=O)c1[nH]ncc1CN1CCCC(C(=O)c2cccc(Cl)c2)C1 (configuration not stated)	-4	2.7	7	-3	2
40	O=c1c2ccccc2[nH]c(=S)n1-c1ccc2c(c1)OCCO2	1	0.7	-14	-2	15

nr	KCC2 mod	eIF4E 4G PPI	zVAD death inh	PERK inh
33	-0.22	4	1.0	0.1
34	0.28	12	0.9	-0.1
35	0.13	2[fluorescence artefact?]	0.4	-0.2
36	0.28	0	-0.1	-0.3
37	0.033	7	-0.7	1.0
38	0.57	-4	4.0	-0.8
39	0.32	-6	0.4	-2.0
40	-1.7	2	-0.2	0.3

# Look-ups from above.
# `c1ccc(C2=NP(N3CCOCC3)(N3CCOCC3)=NC(N3CCOCC3)=N2)cc1` – TNF necrop inh: 0.3
# `CC1(C)Cc2c(sc3c2C(=O)NC(c2cccnc2)N3)CO1` (configuration not stated) – PERK inh: -0.8

# Continuation:
nr	Structure	Mdm2 ligase inh	TNF necrop inh	m-calpain inh	EBV gp42 block	Rad51 HR inh
41	COc1cc2[nH]c(=O)n(-c3ccccc3)c(=O)c2cc1OC	0	0.6	-51	-11	0
42	O=C(Nc1ccccc1)OC1CN=C(N[N+](=O)[O-])NC1 (configuration not stated)	-26	1.1	7	-7	-24
43	COCCCn1c(N)c(C(=O)Nc2ccccc2)c2nc3ccccc3nc21	3	-2.5	-55	-4	-4
44	Cc1cccc(C)c1NC(=O)c1cccn(Cc2ccc3c(c2)OC(F)(F)O3)c1=O	-16	-2.1	23	-13	0
45	COC1CC(OC2CCC3(C)C(CCC4C3CCC3(C)C(C5=CC(=O)OC5)C(OC(C)=O)CC43O)C2)OC(C)C1OC1OC(COC2OC(CO)C(O)C(O)C2O)C(O)C(O)C1O (configuration not stated)	-47	-19	6	-14	7
46	Cc1cccc(NC(N)=S)c1	-12	-2.6	-5	-3	-8
47	COc1ccc(OC)c(N2C(=O)NC(=O)/C(=C/c3ccc([N+](=O)[O-])s3)C2=O)c1	-9	-8.4	-40	1	10
48	Cc1nonc1-c1nc(-c2nonc2N)n[nH]1	4	-2.3	-6	-12	3

nr	KCC2 mod	eIF4E 4G PPI	zVAD death inh	PERK inh
41	0.92	-9	0.5	1.0
42	-0.0038	-1	-0.3	1.7
43	1.3	1	0.9	-2.1
44	x	11	0.2	-0.6
45	0.62	-18	-0.6	x
46	x	-5	-0.4	1.9
47	-0.95	7	-0.2	0.9
48	x	-2[fluorescence artefact?]	0.2	1.3

# (further entries)
nr	Structure	Mdm2 ligase inh	TNF necrop inh	m-calpain inh	EBV gp42 block	Rad51 HR inh
49	CC1=NN(Cc2c[nH]c3ccccc23)C(C)(C)C1	-7	-0.5	6	-2	-20
50	CC1(C)CC(N(CCc2ccccc2)Cc2ccccc2)CCO1 (configuration not stated)	-84	0.9	11	-9	9
51	CC(C)N1CCN(Cc2ccc3c(c2)OCCO3)CC1CCO (configuration not stated)	-7	-0.1	-24	-11	-90
52	COC(=O)C(=O)N1CC2(C)CNCC(C)(C1)C2=O	2	-0.4	-13	-14	-1
53	CCc1ccccc1N1C(=O)NC(=O)/C(=C\c2cc(C)n(C)c2C)C1=O	-3	0.4	10	-15	1
54	COc1ccc(N2C(=O)NC(=O)/C(=C/c3ccc([N+](=O)[O-])s3)C2=O)cc1	0	-24	11	-3	-3
55	CCOc1ccc(Cl)cc1CNCCc1ccccc1F	x	3.4	24	-7	x
56	CC[n+]1c(SC)ccc2cc(OC)ccc21	2	0.8	-118	-19	-8
57	Cc1ccc(C)c(OCC(=O)N2CCN(Cc3ccc4c(c3)OCO4)CC2)c1	-22	0.5	-18	-5	9
58	CCOc1cc(C2NCc3ccccc3-n3cccc32)ccc1O (configuration not stated)	-3	-2.6	-4	-7	x
59	O=C1C=Cc2ccccc2C1=O	x	-3.1	60*	1	3

nr	KCC2 mod	eIF4E 4G PPI	zVAD death inh	PERK inh
49	0.17	-2	1.2	0.2
50	-0.13	0	-0.6	-0.7
51	-0.25	6	-0.1	-0.2
52	0.039	-2	11	0.8
53	-0.29	3	1.6	0.5
54	1.4	7	-0.9	0.3
55	-1.3	-10	-1.2	0.3
56	1.5	7	3.1	1.2
57	-1.3	2	1.7	0.9
58	0.49	-1	-0.1	-0.5
59	-0.47	1	0.4	1.1
